# KOR beta-arrestin-1: kappa opioid receptor blockers – cell-based, luminescence, uHTS (AID 1778); KOR beta-arrestin recruitment, luminescence, antagonist mode; higher % means a stronger effect; one-dose inhibition, % at 10 µM; IC50 in µM for titrated hits; actives 0.091% (n = 290,000); note: strong numbers were not always called active
# TNAP activation fold: human TNAP enzyme activators, primary screen, biochemical, luminescent, no phosphate acceptor, uHTS (AID 1001); actives 0.03% (n = 200,000); one-dose activation fold at 20 µM; EC50 in µM for titrated hits; purified TNAP, luminescent activation assay, no phosphate acceptor; higher activation fold means a stronger effect; in the data active = activation fold from about 3, or a potency from the dose series; inactive = the rest, 99 in 100 with activation fold below about 1.6; note: many of its hits are not listed in these tables
# GPR55 beta-arrestin: GPR55 agonists via beta-arrestin recruitment, primary screen, imaging, U2OS cells, beta-arrestin-GFP redistribution (AID 1961); U2OS GPR55 beta-arrestin-GFP redistribution imaging; higher % means a stronger effect; one-dose activation, % at 10 µM; EC50 in µM for titrated hits; actives 0.048% (n = 290,000);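 active = activation above 40% with more than 50 cells counted in the well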;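 note: U2OS osteosarcoma cells stably expressing GPR55 and beta-arrestin-GFP; plate controls were DMSO negative control for no effect and LPI positive control for full effect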
# CSM14.1 death rescue: protection against thapsigargin-triggered cell killing – 384-well, CSM14.1, ATP luminescence, primary screen (AID 1222); CSM14.1 thapsigargin-induced death rescue, ATP luminescence; higher % means a stronger effect; one-dose cellular ATP content (survival), % at 20 µM; EC50 in µM for titrated hits; 190,000 tested, under 10 active;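 active = EC50 below 50 µM in the dose-response confirmation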;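 note: death triggered by thapsigargin at about 15 µM added after 2 h compound pretreatment; cell ATP read after overnight thapsigargin exposure of roughly 18 to 22 hours; normalized against plate controls of thapsigargin alone and 5% DMSO vehicle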
# NTR1 agonist: agonists of NTR1, primary screen, imaging, U2OS cells, beta-arrestin-GFP, high content (AID 493036); P30989; NTR1-U2OS beta-arrestin-GFP spot imaging, agonist mode; activation, % at 20 µM; actives 0.17% (n = 330,000);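 active = activation at or above 40% of the spot to cytoplasm intensity ratio, with at least 20 cells analyzed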;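 note: 0% = DMSO without peptide and 100% = 100 nM NTR1 peptide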
# Target sequence (P30989 whole entry, looked up): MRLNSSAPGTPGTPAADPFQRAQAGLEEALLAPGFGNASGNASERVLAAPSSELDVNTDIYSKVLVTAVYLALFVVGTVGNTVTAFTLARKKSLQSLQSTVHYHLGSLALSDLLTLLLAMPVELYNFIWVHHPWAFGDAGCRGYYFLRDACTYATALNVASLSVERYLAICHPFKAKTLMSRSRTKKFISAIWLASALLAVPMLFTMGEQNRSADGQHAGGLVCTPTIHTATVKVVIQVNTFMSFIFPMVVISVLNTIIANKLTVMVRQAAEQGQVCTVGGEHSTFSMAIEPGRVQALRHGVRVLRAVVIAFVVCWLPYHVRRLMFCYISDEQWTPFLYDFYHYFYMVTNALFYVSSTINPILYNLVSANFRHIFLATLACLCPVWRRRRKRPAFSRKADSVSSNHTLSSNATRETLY
# HEK293 NOD2/NF-kB: NOD2 signaling inhibitors, cell-based, luminescence, uHTS, HEK293 (AID 1566); HEK293 NOD2/NF-kB luciferase reporter, luminescence; higher % means a stronger effect; inhibition, % at 4 µM, or EC50 in µM where a hit was titrated; actives 0.63% (n = 290,000); note: many of its hits are not listed in these tables
# NOD1 inhibition: NOD1 signaling inhibitors, primary screen, cell-based, luminescence, uHTS (AID 1578); NOD1-driven NF-kB luciferase reporter cells, luminescence; higher % means a stronger effect; inhibition, % at 4 µM, or EC50 in µM where a hit was titrated; actives 1% (n = 290,000); in the data active = inhibition mostly above about 36%, no sharp cut-off; inactive = mostly below about 34%;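 note: HEK-293T reporter cells stimulated with the NOD1 agonist gamma-tri-DAP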
# Yfh1-depleted yeast: mitochondrial function rescue without frataxin homolog – Friedreich's ataxia, plus single-dose screen, dose response (AID 1465) | S. cerevisiae Yfh1-off respiration, WST-1 reduction, 72 h; higher fold induction means a stronger effect | fold induction at 50 µM; hits with a dose series show EC50 in µM | actives 0.074% (n = 220,000);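 active = fold induction of absorbance versus untreated yeast above a set limit, then at least 30% activation at any dose in follow-up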;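 note: activators that raise dye reduction in frataxin-depleted yeast; strong numbers were not always called active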
# KOR beta-arrestin-2: kappa opioid receptor activators – cell-based, luminescence, uHTS, primary screen (AID 1777); actives 0.02% (n = 280,000); KOR beta-arrestin recruitment, luminescence; higher % means a stronger effect; activation, % at 10 µM; hits with a dose series show EC50 in µM; in the data active = activation above about 50%, passing the limit was not always enough; note: a part of the inactive calls stands beside numbers as strong as those of hits
# NTR1 agonist cell count 20 µM: further read-out of NTR1 agonist, marked with its call; cell count; measured here: cell count, cytotoxicity flag
# An asterisk follows results filed as active; i = inactive; / = not tested or not shown; [ ] = remark or other dose. Cut-off read from the data, not from the text of the source, unless noted: active = inhibition above about 50%; inactive = the rest. These rows are one share of the data. The share of hits here may be higher or lower than overall.
SMILES,KOR beta-arrestin-1,TNAP activation fold,GPR55 beta-arrestin,CSM14.1 death rescue,NTR1 agonist,NTR1 agonist cell count 20 µM,HEK293 NOD2/NF-kB,NOD1 inhibition,Yfh1-depleted yeast,KOR beta-arrestin-2
Cc1ccc(-n2c(O)c(/C=N/c3ncn[nH]3)c3ccccc3c2=O)cc1,-43.1%,1.8,0.6%,/,-0.7,92,8.5%,-10.6%,i,0.3%
CC(CC(=O)NCC1CCCO1)c1ccccc1 (configuration not stated),19.5%,1.2,0.3%,2.4%,-1.0,75,13.9%,-31.6%,i,-2.2%
Cc1ccc(N2C(=O)C3C4C=CC(C4)C3C2=O)cc1 (configuration not stated),8.1%,1.1,-0.2%,0.7%,2.4,49,-3.0%,5.5%,i,-2.6%
COc1cc2c(cc1OC)C(c1ccccc1F)NCC2 (configuration not stated),-20.9%[20 µM],/,0.0%,/,-1.3,61,5.4%,-26.0%,/,-8.6%
Cc1cc(C(C)(C)C)oc1C(=O)NCCCNC(=O)c1oc(C(C)(C)C)cc1C,-26.2%,1.1,-0.4%,-1.2%,6.8,29,7.4%,-11.2%,i,3.0%
COCC(C)NS(=O)(=O)c1ccc(C)cc1 (configuration not stated),-50.9%,1.2,-0.1%,-5.2%,-1.6,77,1.2%,-9.5%,i,-4.0%
O=C(CCNS(=O)(=O)c1ccc(OC(F)(F)F)cc1)N1CCN(C/C=C/c2ccccc2)CC1,8.1%,/,-0.1%,/,2.6,64,8.7%,-11.6%,/,-1.4%
COc1ccc(S(=O)(=O)N(C)CC(=O)Nc2ccc3c(c2)OCCO3)cc1OC,18.7%,1.1,-0.4%,-2.5%,-0.1,57,8.6%,-20.9%,i,-1.5%
Cn1nc(-c2ccc(N3CCOCC3)c(NS(=O)(=O)c3ccc(Cl)cc3)c2)c2ccccc2c1=O,-18.9%,1.1,-0.1%,26.6%,7.7,30,7.4%,9.3%,i,0.9%
COC(=O)c1ccc(N2CCOCC2)c(NC(=O)c2ccco2)c1,3.9%,/,0.6%,/,1.5,46,1.1%,-21.0%,/,3.3%
CSc1nc(-c2ccccc2)c2cc(Cl)ccc2n1,11.5%,1.1,-0.3%,-0.2%,2.4,75,10.6%,0.4%,i,-2.5%
CC(=O)Nc1nc2c(ncn2COCCOC(C)=O)c(=O)[nH]1,-0.2%,1.1,0.5%,-1.5%,/,/,12.5%,-21.3%,i,-0.8%
CCOC(=O)CC(=O)Nc1ccc(C(=O)OCC)cc1,14.0%,1.2,-0.1%,-1.7%,-1.0,50,6.4%,-3.1%,i,-1.6%
CN(CC12CC3CC(CC(C3)C1)C2)C(=O)c1ccco1,-15.1%,/,0.2%,/,0.9,53,-2.0%,-24.2%,/,6.8%
O=C(N/N=C/c1c[nH]c2ccccc12)C1CC1(c1ccccc1)c1ccccc1 (configuration not stated),-21.8%,1.1,0.2%,-1.5%,54.2*,68*,6.3%,-13.7%,i,0.9%
CC(=O)Nc1ccc(C(=O)OCC(=O)NC(=O)NC(C)(C)C)cc1,-30.7%,1.1,0.0%,-0.3%,-0.7,72,-11.6%,-15.0%,i,-2.9%
CC1(/[N+]([O-])=C/c2ccc(Cl)cc2Cl)CCCCC1=O (configuration not stated),-25.5%,/,-0.2%,/,1.2,52,9.0%,-11.1%,i,3.3%
O=C1N=C(N2CCN(c3ccccc3)CC2)SC1Cc1ccccc1 (configuration not stated),23.0%,1,-0.2%,-1.0%,2.0,52,5.5%,-24.6%,i,-2.8%
NS(=O)(=O)c1ccc(NC(=S)NCc2ccc(F)cc2)cc1,-43.9%[20 µM],1,0.2%,0.4%,0.8,37,1.5%,-18.0%,i,-3.5%
COc1ccc(Cc2nc3ccc(C(=O)N4CCCC4)cc3o2)cc1OC,-15.2%,/,-0.1%,/,1.8,66,31.7%,1.3%,/,2.0%
COc1ccc(OC)c(NC(=O)C2CCC(CNc3c(N4CCC(C)CC4)c(=O)c3=O)CC2)c1 (configuration not stated),-7.9%,0.8,-0.1%,1.6%,-0.7,54,-7.0%,-49.3%,i,-4.1%
O=C(Cn1cc(S(=O)(=O)Cc2ccc([N+](=O)[O-])cc2)c2ccccc21)N1CCOCC1,-0.9%,/,0.0%,/,0.5,73,-11.6%,-15.9%,/,-0.5%
CCOC(=O)N1C(=O)[C@@](CC)(c2ccccc2)N1C(=O)OCC,8.5%[20 µM],/,-0.2%,/,14.1,58,34.6%,11.4%,/,1.3%
CSC1=N/C(=C\c2cccnc2)C(=O)N1c1ccccc1,-2.8%,1.2,0.3%,-3.3%,2.2,57,-0.2%,-23.3%,i,-0.1%
c1coc(Cn2nnnc2CN2CCN(C3CCCCC3)CC2)c1,-21.5%,1.1,-0.1%,0.0%,-0.9,65,8.5%,6.2%,i,-8.8%
SMILES,KOR beta-arrestin-1,TNAP activation fold,GPR55 beta-arrestin,CSM14.1 death rescue,NTR1 agonist,NTR1 agonist cell count 20 µM,HEK293 NOD2/NF-kB,NOD1 inhibition,Yfh1-depleted yeast,KOR beta-arrestin-2
CC(C)(O)C#Cc1ccc(C(=O)NC(CCCNC(N)=O)C(=O)O)s1 (configuration not stated),-4.6%,1.1,0.0%,-2.1%,2.9,37,-2.7%,-33.8%,i,2.6%
Cc1cccc(NC(=S)NCc2ccc(F)cc2)c1C,-13.6%[20 µM],/,0.0%,/,1.3,52,7.9%,-17.0%,/,-0.8%
COCCN1CCc2c(C)nc3c(-c4ccc(OC)c(OC)c4)cnn3c21,7.4%,1.1,-0.1%,0.8%,3.4,81,-9.9%,-40.2%,i,0.0%
Cc1cccc(OCC(=O)N/N=C/c2ccccc2C(=O)O)c1,-15.1%,1.1,0.4%,-0.7%,0.2,60,15.4%,1.3%,i,1.6%
C/C(=N\NC(=O)CC#N)C1COc2ccccc2O1 (configuration not stated),-21.0%,1.1,-0.2%,-1.8%,0.1,52,12.2%,-11.0%,i,-1.6%
Cc1sc(NC(=O)CCC(=O)O)c(C#N)c1C,-9.4%,1,-0.4%,-0.4%,0.6,36,8.4%,-13.8%,i,-2.9%
O=C(CCn1nc(-c2ccccc2)ccc1=O)N1CCOCC1,-18.4%,1.1,-0.1%,-0.9%,0.1,57,-4.2%,-0.8%,/,0.2%
Cc1ccc(NC(=O)c2cccc(C(=O)Nc3ccc(C)cc3C(=O)O)c2)c(C(=O)O)c1,-31.9%,/,0.0%,/,-0.6,44,19.6%,-7.5%,/,6.8%
O=C(CCNC(=O)C1CCN(S(=O)(=O)c2ccccc2)CC1)NCc1ccc(Cl)cc1Cl,-26.4%,/,-0.1%,/,-0.7,76,7.8%,-31.2%,/,4.4%
CCC(O)(CC)C(=O)NN(C(=O)CCl)c1ccccc1,10.8%,1.1,0.0%,-1.7%,2.5,54,-43.3%,-63.3%,i,-0.9%
CCn1c2ccccc2c2cc(NC(=O)CNCC3CCCO3)ccc21 (configuration not stated),-43.7%,1.1,-0.2%,-0.9%,0.8,48,12.5%,-48.7%,i,2.4%
CCN(CC)CCNC(=O)c1c(O)c2cc(OC)c(OC)cc2[nH]c1=O,4.5%,1.1,-0.1%,3.0%,2.6,54,1.1%,-27.9%,/,-4.5%
COc1ccc(Cl)cc1NC(=O)c1cccc(N2C(=O)C3CC=CCC3C2=O)c1 (configuration not stated),-24.3%,/,0.3%,/,2.8,87,9.3%,-33.7%,/,6.2%
O=C1OC(/C=C/c2ccc(Cl)cc2Cl)=NC/1=C\c1cccs1,37.1%,1,-0.4%,-1.4%,3.3,35,4.6%,-25.0%,i,1.9%
COc1ccccc1CCCNC(=O)C1CCC(=O)N(CCc2cccc(F)c2)C1 (configuration not stated),-0.7%,/,0.3%,/,0.9,57,7.8%,-9.1%,/,-3.1%
CC1CN(C(=S)SCC(=O)c2ccccc2)CC(C)O1 (configuration not stated),-18.2%,1.3,-0.2%,-2.4%,1.9,47,-7.7%,17.3%,i,3.7%
COc1ccc(-c2csc3ncnc(N4CCN(S(=O)(=O)c5ccccc5C#N)CC4)c23)cc1,-35.6%,/,-0.2%,/,4.9,62,5.1%,-14.4%,/,2.4%
CCC1CCCCN1C(=O)N[C@@H](Cc1ccccc1)C(=O)O (some centres not stated),-10.1%,1.1,0.2%,-0.9%,-0.3,70,-0.6%,10.1%,i,1.6%
COc1ccc(-c2cc3cccc(OC)c3oc2=O)cc1,-16.8%,/,0.0%,/,0.6,91,-159.6%,-5.0%,/,-3.3%
O=C(OCCCN=C1NS(=O)(=O)c2ccccc21)c1ccccc1,16.0%,/,-0.1%,/,-0.5,70,0.0%,-14.8%,/,3.2%
CN(CCc1ccccn1)C(=O)CCC1CCCN(C(=O)c2ccccn2)C1 (configuration not stated),8.5%[20 µM],1,-0.1%,-1.3%,-1.1,60,0.8%,-20.7%,i,/
S=c1[nH]nc(Cc2cccs2)n1-c1ccccc1,-16.8%,1,0.3%,-1.9%,-0.1,57,16.2%,1.0%,/,1.6%
COc1ccc(/C=C/C(=O)c2ccc3c4c(cccc24)CC3)cc1,7.1%,1.1,-0.2%,1.1%,3.1,71,1.9%,-12.6%,i,-1.0%
O=C(CSc1nc2ccccc2[nH]1)N/N=C/C=C\c1ccccc1[N+](=O)[O-],13.2%,2,0.2%,-3.0%,1.4,63,15.8%,1.8%,i,9.5%
COc1ccc(-c2nnn(Cc3ccccc3)n2)cc1OC,-22.2%[20 µM],/,0.5%,/,0.1,58,4.6%,-42.2%,/,-7.4%
COCCNC(=O)C(c1ccncc1)N(Cc1ccccc1)C(=O)Cn1nnc2ccccc21 (configuration not stated),-14.4%,1.1,0.4%,/,2.3,98,-31.1%,-63.2%,i,-1.3%
O=C(CS(=O)(=O)Cc1ccccc1)NCC1CCCO1 (configuration not stated),-37.0%,1.1,0.2%,/,0.1,83,6.4%,4.5%,i,2.5%
CCOC(=O)c1cccc2c(=O)c(C(=O)c3ccc(Cl)cc3)c(C(=O)OC)[nH]c12,-32.0%,1.2,0.6%,0.0%,8.5,47,12.2%,-27.9%,i,1.1%

# Arranged by formula weight (lowest first): 5 of the compounds above
SMILES,KOR beta-arrestin-1,TNAP activation fold,GPR55 beta-arrestin,CSM14.1 death rescue,NTR1 agonist,NTR1 agonist cell count 20 µM,HEK293 NOD2/NF-kB,NOD1 inhibition,Yfh1-depleted yeast,KOR beta-arrestin-2
COc1ccc(-c2cc3cccc(OC)c3oc2=O)cc1,-16.8%,/,0.0%,/,0.6,91,-159.6%,-5.0%,/,-3.3%
Cc1cccc(NC(=S)NCc2ccc(F)cc2)c1C,-13.6%[20 µM],/,0.0%,/,1.3,52,7.9%,-17.0%,/,-0.8%
CCC1CCCCN1C(=O)N[C@@H](Cc1ccccc1)C(=O)O (some centres not stated),-10.1%,1.1,0.2%,-0.9%,-0.3,70,-0.6%,10.1%,i,1.6%
CC1CN(C(=S)SCC(=O)c2ccccc2)CC(C)O1 (configuration not stated),-18.2%,1.3,-0.2%,-2.4%,1.9,47,-7.7%,17.3%,i,3.7%
Cc1ccc(NC(=O)c2cccc(C(=O)Nc3ccc(C)cc3C(=O)O)c2)c(C(=O)O)c1,-31.9%,/,0.0%,/,-0.6,44,19.6%,-7.5%,/,6.8%
